# Wnt bcat act: Wnt/beta-catenin pathway activation | Wnt/beta-catenin reporter cell assay, activator, plate reader | activation, % at 9.35 µM | 1.2% of 300,000 active; in the data active = activation above about 30%, passing the limit was not always enough;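 also: 0% = neutral control wells and 100% = positive control wells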
# Active calls of the source: *.
# Start of the data: the first four entries, to show the layout:
SMILES,Wnt bcat act
CC1(C(=O)Nc2ccc3ccccc3c2)CCC(=O)N1CCCn1ccnc1 (centres undefined),-2
Cn1nc(C(C)(C)C)cc1N1C(=O)CCC1(C)C(=O)NC1CCCCC1 (centres undefined),0
C[C@H](CO)N1C[C@H](C)[C@@H](CN(C)S(C)(=O)=O)OCc2cn(nn2)CCCC1=O,-2
CCOC(=O)C1=CCN(S(=O)(=O)c2ccccc2[N+](=O)[O-])C1c1ccc(C)cc1 (centres undefined),-2

# The listing, from the start:
SMILES,Wnt bcat act
CC1(C(=O)Nc2ccc3ccccc3c2)CCC(=O)N1CCCn1ccnc1 (centres undefined),-2
Cn1nc(C(C)(C)C)cc1N1C(=O)CCC1(C)C(=O)NC1CCCCC1 (centres undefined),0
C[C@H](CO)N1C[C@H](C)[C@@H](CN(C)S(C)(=O)=O)OCc2cn(nn2)CCCC1=O,-2
CCOC(=O)C1=CCN(S(=O)(=O)c2ccccc2[N+](=O)[O-])C1c1ccc(C)cc1 (centres undefined),-2
CC(C)C[C@H]1CN(CCCC[C@@H]2CNC(=O)C(=O)N2Cc2ccccc2)C(=O)C(=O)N1CCc1ccccc1,1
CC(=O)Oc1ccccc1Cn1c(C)c(C(=O)NCc2cccc(Cl)c2)sc1=O,-6
CCOC(=O)C1=CC[C@@H](c2ccc(OC)cc2)N(S(=O)(=O)c2ccc(C)cc2)[C@H]1CC,-5
COC(=O)C1=CN(c2ccc(F)cc2)C(N)=C(C#N)C1c1ccccc1 (centres undefined),-3
CN1CCN(c2ccc(CNC[C@H]3O[C@@H](n4cnc5c(=O)[nH]c(N)nc54)[C@H](O)[C@@H]3O)c(S(C)(=O)=O)c2)CC1,-3
CCCCc1c(-c2ccccc2OC)ncn1CCc1ccc(Cl)cc1,-6
COc1ccc2c(c1)[C@@H](NC(=O)c1ccncc1)[C@@H]1Cc3ccccc3[C@H]21,-3
O=C(/C=C/[C@H]1O[C@@H](n2ccc(=O)[nH]c2=O)[C@H](O)[C@@H]1O)N1CCN(Cc2ccc(F)cc2)CC1,-2
CC(=O)OCC(=O)C1(O)CCC2C3CCC4CC(O)CCC4(C)C3C(=O)CC21C (centres undefined),-1
CC1(C(=O)O)CCCN(C(=O)c2ccc(F)cc2Cl)C1 (centres undefined),-3
N#Cc1ccccc1C[C@H](N)C(=O)NC[C@H]1O[C@@H](n2cnc3c(N)ncnc32)[C@H](O)[C@@H]1O,-3
c1ccc(-c2csc(Nc3ccc4c(c3)OCO4)n2)cc1,2
Cc1cccc(NC(=O)CNC(=O)[C@H]2O[C@@H](n3cnc4c(N)ncnc43)[C@H](O)[C@@H]2O)c1C,-1
Cc1ccc(S(=O)(=O)N2[C@@H](CO)CO[C@H]2CC(=O)c2ccccc2)cc1,0
CC(C)C[C@H]1CN([C@@H](Cc2ccc(O)cc2)CN2CCC[C@H]2CN2C(=O)C(=O)NC[C@@H]2Cc2ccccc2)C(=O)C(=O)N1CC1CCCCC1,-6
Cc1cc(C)n2c(Nc3ccc4c(c3)OCCO4)c(-c3ccc(F)cc3)nc2n1,22
CC(C)(C)NC(=O)C1(C)CCC(=O)N1CCCn1ccnc1 (centres undefined),-1
COC(=O)C[C@H]1CC[C@H](NC(=O)Nc2ccccc2F)[C@@H](CO)O1,-2
Cc1nccn1-c1ccc(NC(=O)[C@H]2O[C@@H](n3ccc(N)nc3=O)[C@H](O)[C@@H]2O)cc1,-2
O=C(NCc1ccc(F)cc1F)[C@@H]1CCCN1C(=O)[C@@H]1CCCN1C(=O)c1cccc2ccccc12,-3
O=C1c2ccccc2C(c2nnnn2-c2ccc3c(c2)OCCO3)N1Cc1ccc2c(c1)OCO2 (centres undefined),-3
CCCCNc1ccc2c(c1)OC[C@@H](Cc1ccccc1)NS2(=O)=O,-2
COC(=O)C[C@H]1C=C[C@H](NC(=O)c2ccc(F)cc2)[C@@H](CO)O1,-2
COc1ccc(CNc2cccnc2Cl)cc1,8
COC(=O)c1ccc2nc(C3CCCCC3)c(Cc3cccc(Cl)c3)n2c1,0
O=C(NCc1ccccc1)C(C1CC1)n1c(Cc2cc(F)cc(F)c2)nc2ccccc21 (centres undefined),-4
O=c1[nH]cnc2c1ncn2C1OC(CO)CC1F (centres undefined),-1
COCCN1C(=O)COc2ccccc2C1C(=O)Nc1ccc2c(c1)OCCO2 (centres undefined),-3
C#CCN(C[C@@H]1[C@@H](OC(=O)Nc2cccs2)[C@@H](OC(=O)Nc2cccs2)C[C@H](C(=O)OC)[C@@H]1C(=O)OC)S(=O)(=O)c1ccc(C)cc1,-3
Brc1ccc(-c2ccc3c(n2)CCCN3Cc2ccccn2)cc1,10
COC(=O)[C@]12CCCCC=C1N(CCc1ccc(OC)c(OC)c1)C(=O)[C@H](CC(=O)NCc1ccc(OC)c(OC)c1)C2,-6
COc1ccc(Cn2cc(CN3CC(N4CCN(C5CCN(C)CC5)CC4)CS3(=O)=O)nn2)cc1 (centres undefined),-2
CC1CCCN(c2cccc3c2S(=O)(=O)N(Cc2cccc(F)c2)[C@@H](C)[C@H](c2ccccc2)O3)C1 (some centres undefined),-9
CC(C)C[C@@H]1CC2=C(C(=O)OC(C)(C)O2)[C@H](CCc2ccccc2)O1,-3
CSCCC(c1nc2ccccc2[nH]1)n1c(C)nc2ccccc21 (centres undefined),-1
COc1ccc(C(C(=O)NCc2ccccc2)n2c(=O)c(-c3ccccc3)nc3ccccc32)cc1 (centres undefined),-1

# Three of the compounds above, with each value named.
COc1ccc(CNc2cccnc2Cl)cc1
  Wnt bcat act = 8

COC(=O)c1ccc2nc(C3CCCCC3)c(Cc3cccc(Cl)c3)n2c1
  Wnt bcat act = 0

O=C(NCc1ccccc1)C(C1CC1)n1c(Cc2cc(F)cc(F)c2)nc2ccccc21 (centres undefined)
  Wnt bcat act = -4

# Next section
SMILES,Wnt bcat act
CCOC1=C2[C@H](c3ccc(Cl)cc3)N(S(=O)(=O)c3ccc(C)cc3)C[C@H]2n2c(=O)n(-c3ccccc3)c(=O)n2C1,-2
Cc1ccc(OCCNC(=O)[C@H]2O[C@@H](n3cnc4c(N)ncnc43)[C@H](O)[C@@H]2O)cc1C,-2
O=C1Nc2ccccc2CN2C(=O)c3cc(Cl)ccc3NC(=O)C12 (centres undefined),-1
COc1ccc(-c2nc3ccc(Br)cn3c2Cc2ccc(C)cc2)cc1OC,0
CN(C)CCN1CCN(C2CN(Cc3cn(Cc4ccc(F)cc4)nn3)S(=O)(=O)C2)CC1 (centres undefined),-2
N#Cc1ccc(-c2nc3ccc(Br)cn3c2Cc2ccccc2C(F)(F)F)cc1,-4
CC(=O)Nc1ccc(NCCc2cccs2)cc1,-1
Cc1ccc2nc(-c3ccccc3)c(Cc3ccccn3)n2c1,22
O=c1[nH][nH]c2c1[C@H](CCc1cccc(Cl)c1)O[C@H](C1CC1)C2,0
COc1ccc(Cc2c(-c3ccccc3)nc3c(C)cc(Br)cn23)c(C)c1,-1
COC(=O)[C@@]1(Sc2ccc(C)cc2)CC(=O)N(c2cccc(SC)c2)[C@@H]1c1ccccc1,2
CC(C)=CCC[C@H](C)C[C@@H]1CC2=C(C(=O)OC(C)(C)O2)[C@H](c2ccc(F)cc2)O1,-2
O=C(N[C@H](Cc1ccccc1)C(=O)N1CCCN(Cc2cccs2)CC1)[C@H]1O[C@@H](n2ccc(=O)[nH]c2=O)[C@H](O)[C@@H]1O,2
O=C1NC(Cc2cnc[nH]2)C(=O)N2CCCC12 (centres undefined),-1
Cc1ccc(S(=O)(=O)N2[C@H](CC(=O)c3cccc4ccccc34)OC[C@@H]2C(C)C)cc1,-3
COC(=O)[C@@]1(Cc2ccc(OC)cc2)[C@H]2c3cc(C(=O)N4CCCC4)n(Cc4ccc(OC)c(OC)c4)c3C[C@H]2CN1C(=O)c1ccccc1,-3
O=C1NC[C@@H](CCCCN2C[C@H](Cc3ccc(O)cc3)N(CCc3ccccc3)C(=O)C2=O)N(CCc2ccccc2)C1=O,3
CCCNC(=O)N[C@H]1C=C[C@H](CC(=O)OC)O[C@@H]1CO,-1
CCOc1ccc(CCN2C(=S)N([C@@H](CC(C)C)CN3CCC[C@@H]3CN3C(=S)NC[C@@H]3Cc3ccccc3)C[C@@H]2Cc2ccc(O)cc2)cc1,-4
Cc1ccc(Cc2c(C(C)(C)C)nc3cc(C)c(Br)c(C)n23)cc1,-1
CCCn1cc(C(=O)Nc2ccc(Oc3cccnc3)cc2)c2ccccc21,4
CCCCNC(=O)c1[nH]c(C2CCNCC2)nc1-c1cccc(C(F)(F)F)c1,-3
COC(=O)[C@@]12C[C@@H](CC(=O)N3CCN(C(=O)c4ccco4)CC3)C(=O)N(Cc3ccco3)C1=CCC(C)(C)C2,-1
CCN(CC)CCN(C(=O)c1ccc(N2C(=O)CCC2=O)cc1)c1nc2cc3c(cc2s1)OCO3,-1
CC(C)C[C@@H]1COc2cc(F)ccc2S(=O)(=O)N1,-2
O=C(COc1ccc(CNC[C@H]2O[C@@H](n3ccc(=O)[nH]c3=O)[C@H](O)[C@@H]2O)cc1)Nc1nccs1,-2
O=C(NCc1ccco1)c1[nH]c(C(F)(F)F)nc1-c1ccccc1,-1
C[C@@H](CO)NC(=O)[C@H]1O[C@@H](n2ccc(=O)[nH]c2=O)[C@H](O)[C@@H]1O,-1
Clc1cccc(Cc2c(C3CCCCC3)nc3ccc(Cl)cn23)c1,-2
COCCN1C(=O)CN(S(C)(=O)=O)CC1(C)C(=O)Nc1c(C)cccc1C (centres undefined),-2
Cc1[nH]c2ccccc2c1C(=O)c1c(N)[nH]c(C(=O)c2ccc(Br)cc2)c1-c1ccc(Br)cc1,-3
CC(C)NC(=O)C1(C)CSCC(=O)N1Cc1cccs1 (centres undefined),-1
Cc1cccc(C)c1NC(=O)C1c2ccccc2OCC(=O)N1Cc1cccnc1 (centres undefined),0
O=C(C[C@@H]1CC[C@H](NC(=O)Cc2ccccn2)[C@@H](CO)O1)NCCc1ccccc1,-2
O=S1(=O)CC(N2CCCC2)CN1Cc1cn(Cc2ccccc2)nn1 (centres undefined),0
Cc1cccc(N2CCN(C(C(=O)NCc3ccccc3)c3ccc(F)cc3)CC2)c1C (centres undefined),-1
O=C(c1cccc(Cl)c1)N1CCN(c2ccc3c(c2)C2CC3CCN2C(=O)OCc2ccccc2)CC1 (centres undefined),1
COC(=O)C1=C(C)N(Cc2ccccc2C(F)(F)F)C(=NCc2cc(OC)c(OC)c(OC)c2)NC1c1cccc(C(F)(F)F)c1 (centres undefined),-4
COC(=O)C1=C(C)N(Cc2ccc(C(F)(F)F)cc2)C(=NCc2ccc(C(F)(F)F)cc2)NC1c1ccccc1 (centres undefined),-23
O=C(CC[C@H]1O[C@@H](n2cnc3c(NC(=O)c4ccccc4)ncnc32)[C@H](O)[C@@H]1O)N[C@@H](CO)c1ccccc1,-1
CC(=O)NC(c1ccc(F)c(F)c1)c1nc(-c2cccc(C(=O)O)c2)cs1 (centres undefined),-2
Nc1[nH]c(C(=O)c2ccccc2)c(-c2ccccc2C(F)(F)F)c1C(=O)NCc1ccc(F)cc1,-2
COC(=O)[C@]12CCCCC=C1N(CCc1ccc(OC)c(OC)c1)C(=O)[C@H](CC(=O)N1CCCCC1)C2,1
O=c1c(-c2ccccc2)nc2ccccc2n1C(c1ccccn1)c1nc2ccccc2[nH]1 (centres undefined),11
CN(C)CCN1CCN(C2CN(Cc3cn(Cc4ccc(C(F)(F)F)cc4)nn3)S(=O)(=O)C2)CC1 (centres undefined),-1
O=S1(=O)c2ccc(Br)cc2-n2nncc2CN1Cc1cccc(Cl)c1,-1
CCCc1c(-c2cccc(F)c2)ncn1Cc1ccccc1OC,-2
CC1=C(O)c2ccccc2C(=O)C1=O,-1
c1ccc(Cn2cc(CCOCc3ccccn3)c3ccccc32)cc1,20
CC(C)(C)S(=O)N1Cc2cc(C(=O)NCCCN3CCOCC3)nc(-c3cccc(-c4cc5ccccc5o4)c3)c2[C@@H]1CCO (some centres undefined),-4
CCOC(=O)c1cc2ccccc2n1C1CCN(C)CC1,-1
C[C@@H]1ON(C)[C@H]2C[C@H]3c4[nH]c5c(-c6ccccc6)cccc5c4CCN3C(=O)[C@@H]12,-1
COC(=O)[C@]12C[C@H](CC(=O)NCc3ccc(C)o3)C(=O)N(Cc3ccccc3)C1=C[C@H](C(C)C)O[C@@H]2C1CC1,-3
Cc1c(C2(O)CCCCC2)[nH]c2ccccc12,-1
O=C(NCC(O)c1nc2ccccc2[nH]1)c1ccc(Br)cc1 (centres undefined),-2
COc1ccc(Cc2c(-c3ccc(F)cc3)nc3ccc(Br)cn23)c(C)c1,22
COCCN1C(=O)CSCC1(C)C(=O)Nc1ccc2c(c1)OCCO2 (centres undefined),1
COc1ccc(N2C(=O)c3ccccc3NC(=O)C2C(=O)NCCc2ccccc2F)cc1 (centres undefined),0
O=C1NC[C@H](CCCCN2C[C@H](Cc3ccccc3)N(CCc3ccc(O)cc3)C(=O)C2=O)N(CCc2ccc(O)cc2)C1=O,-3
CCCCN(CCCC)Cc1cc(=O)oc2ccccc12,-1

# New compounds follow.
SMILES,Wnt bcat act
O=C1/C(=C/c2cccnc2)CCC/C1=C\c1cccnc1,0
COc1ccc(C2=Nc3ccccc3N(C(=O)c3ccc(C(F)(F)F)cc3)C2C(=O)Nc2c(C)cccc2C)cc1 (centres undefined),-2
CC(C)C[C@H]1CN(CCCC[C@H]2CNC(=O)C(=O)N2CCc2ccccc2)C(=O)C(=O)N1CCc1ccccc1,-2
CCN(C)C1CN(Cc2cn(Cc3ccc(OC)cc3)nn2)S(=O)(=O)C1 (centres undefined),2

# High-throughput results: PubChem BioAssay, Broad Institute

# Some of the compounds tested; rates above refer to the full screens.
